# NSD2 inh = blocks human NSD2 histone methyltransferase activity. NSD2-SET H3K36me1 DELFIA fluorescence, biochemical. inhibition, % at 12.5 µM. 44,000 tested, 0.07% active. AID 624260; in the data active = inhibition above about 54%, passing the limit was not always enough;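 also: inhibitors reduce the monomethyl H3K36 fluorescence signal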
# Target sequence (O96028 whole entry, looked up): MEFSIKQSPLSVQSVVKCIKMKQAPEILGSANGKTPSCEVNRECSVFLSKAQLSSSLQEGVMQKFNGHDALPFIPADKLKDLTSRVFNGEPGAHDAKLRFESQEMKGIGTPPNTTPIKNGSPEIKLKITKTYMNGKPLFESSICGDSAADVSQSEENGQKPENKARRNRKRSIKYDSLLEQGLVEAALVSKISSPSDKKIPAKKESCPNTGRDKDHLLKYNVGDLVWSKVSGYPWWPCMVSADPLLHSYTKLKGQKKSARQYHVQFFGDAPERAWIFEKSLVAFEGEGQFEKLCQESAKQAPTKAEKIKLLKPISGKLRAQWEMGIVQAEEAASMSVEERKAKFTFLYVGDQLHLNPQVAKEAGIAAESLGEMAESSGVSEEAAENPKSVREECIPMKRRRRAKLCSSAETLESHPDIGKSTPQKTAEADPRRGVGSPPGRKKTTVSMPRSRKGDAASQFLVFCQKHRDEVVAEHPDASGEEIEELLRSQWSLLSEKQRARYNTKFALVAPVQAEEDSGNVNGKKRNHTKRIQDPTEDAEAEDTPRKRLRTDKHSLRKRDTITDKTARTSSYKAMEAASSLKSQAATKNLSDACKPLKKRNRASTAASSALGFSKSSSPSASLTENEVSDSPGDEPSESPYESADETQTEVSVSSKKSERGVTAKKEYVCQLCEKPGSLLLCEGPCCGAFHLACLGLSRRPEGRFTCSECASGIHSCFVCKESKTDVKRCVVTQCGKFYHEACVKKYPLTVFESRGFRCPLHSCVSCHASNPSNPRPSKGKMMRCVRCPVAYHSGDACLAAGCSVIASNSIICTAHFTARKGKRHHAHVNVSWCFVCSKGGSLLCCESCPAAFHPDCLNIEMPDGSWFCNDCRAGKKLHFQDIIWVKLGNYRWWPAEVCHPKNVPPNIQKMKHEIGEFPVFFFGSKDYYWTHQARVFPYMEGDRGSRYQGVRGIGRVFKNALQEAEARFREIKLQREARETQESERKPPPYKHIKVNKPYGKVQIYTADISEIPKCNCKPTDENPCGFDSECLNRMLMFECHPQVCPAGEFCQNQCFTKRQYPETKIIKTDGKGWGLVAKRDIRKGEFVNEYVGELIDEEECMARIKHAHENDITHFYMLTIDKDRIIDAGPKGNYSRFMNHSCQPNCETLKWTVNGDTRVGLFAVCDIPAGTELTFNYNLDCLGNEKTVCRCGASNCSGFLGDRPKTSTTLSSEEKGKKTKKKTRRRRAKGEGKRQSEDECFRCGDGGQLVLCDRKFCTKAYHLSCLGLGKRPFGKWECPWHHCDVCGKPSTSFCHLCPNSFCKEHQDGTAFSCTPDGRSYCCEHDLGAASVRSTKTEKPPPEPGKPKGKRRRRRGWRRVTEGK
# The depositor's hits bear a star.
SMILES,NSD2 inh
Cc1ccc(S(=O)(=O)Nc2ccc3c(c2)CC(=O)N([C@@H](C)CO)C[C@@H](C)[C@@H](CN(C)Cc2ccc(Cl)c(Cl)c2)O3)cc1,-13
CNC[C@H]1Oc2ccc(NC(=O)C3CC3)cc2CC(=O)N([C@@H](C)CO)C[C@H]1C,2
Cc1ccc(NC(=O)CSc2n[nH]c(-c3ccncc3)n2)cc1,-2
O=C(C[C@H]1C[C@H]2c3cc(NC(=O)C4CCOCC4)ccc3O[C@H]2[C@H](CO)O1)NCc1ccc(Oc2ccccc2)cc1,5
C[C@H](CO)N1C[C@H](C)[C@@H](CN(C)Cc2ccncc2)OCCCC[C@H](C)Oc2ccc(NC(=O)Nc3ccc4c(c3)OCO4)cc2C1=O,3
Cc1noc(C)c1NC(=O)Nc1ccc2c(c1)C(=O)N([C@@H](C)CO)C[C@@H](C)[C@@H](CN(C)CC1CCCCC1)OCCCC[C@@H](C)O2,1
O=C(CC1CC1)Nc1ccc2c(c1)[C@@H]1C[C@@H](CC(=O)N3CCCCC3)O[C@@H](CO)[C@@H]1O2,6
Clc1ccc(CCC(Cn2ccnc2)Sc2c(Cl)cccc2Cl)cc1 (stereo not drawn),9
COc1ccc(CN(C)C[C@H]2Oc3ccc(NC(=O)Nc4ccc5c(c4)OCO5)cc3C(=O)N([C@H](C)CO)C[C@H]2C)cc1,-1
CO[C@H](CN(C)Cc1ccc2c(c1)OCO2)[C@@H](C)CN(C(=O)c1ccccc1)[C@@H](C)CO,4
C[C@H]1CN([C@@H](C)CO)C(=O)Cc2cc(NC(=O)Cc3cn(C)c4ccccc34)ccc2O[C@@H]1CN(C)C(=O)Nc1ccc2c(c1)OCO2,4
C[C@@H]1CN([C@H](C)CO)C(=O)Cc2cc(NC(=O)Nc3ccccc3)ccc2O[C@H]1CN(C)Cc1ccc(Oc2ccccc2)cc1,-9
C[C@@H]1CN([C@H](C)CO)C(=O)c2cc(NS(C)(=O)=O)ccc2O[C@@H]1CN(C)S(=O)(=O)c1cn(C)cn1,-12
COc1cccc(C#Cc2ccc3c(c2)O[C@@H](CN(C)C)[C@H](C)CN([C@@H](C)CO)S3(=O)=O)c1,-1
C[C@H]1CCCCO[C@H](CN(C)S(=O)(=O)c2cccs2)[C@@H](C)CN([C@@H](C)CO)C(=O)c2cc(NC(=O)CCCN(C)C)ccc2O1,-1
C[C@@H]1CN([C@@H](C)CO)C(=O)c2cccc(NC(=O)Nc3ccccc3)c2O[C@@H]1CN(C)C(=O)Nc1ccc(C(F)(F)F)cc1,-10
Cc1noc(C)c1S(=O)(=O)Nc1ccc2c(c1)C(=O)N([C@H](C)CO)C[C@H](C)[C@H](CN(C)C(=O)Nc1ccc(F)cc1)OCCCC[C@H](C)O2,-1
C[C@H](CO)N1C[C@H](C)[C@@H](CN(C)CC2CCCCC2)Oc2ccc(NC(=O)Cn3cnnn3)cc2C1=O,6
CNC[C@H]1OCCCC[C@@H](C)Oc2ccc(NS(C)(=O)=O)cc2C(=O)N([C@@H](C)CO)C[C@H]1C,4
C[C@@H]1CN([C@@H](C)CO)C(=O)c2cc(-c3ccc(F)cc3)cnc2O[C@@H]1CN(C)Cc1cncnc1,-4

# The closing 6 records of the section before come first, to join the parts.
SMILES,NSD2 inh
C[C@H]1CCCCO[C@H](CN(C)S(=O)(=O)c2cccs2)[C@@H](C)CN([C@@H](C)CO)C(=O)c2cc(NC(=O)CCCN(C)C)ccc2O1,-1
C[C@@H]1CN([C@@H](C)CO)C(=O)c2cccc(NC(=O)Nc3ccccc3)c2O[C@@H]1CN(C)C(=O)Nc1ccc(C(F)(F)F)cc1,-10
Cc1noc(C)c1S(=O)(=O)Nc1ccc2c(c1)C(=O)N([C@H](C)CO)C[C@H](C)[C@H](CN(C)C(=O)Nc1ccc(F)cc1)OCCCC[C@H](C)O2,-1
C[C@H](CO)N1C[C@H](C)[C@@H](CN(C)CC2CCCCC2)Oc2ccc(NC(=O)Cn3cnnn3)cc2C1=O,6
CNC[C@H]1OCCCC[C@@H](C)Oc2ccc(NS(C)(=O)=O)cc2C(=O)N([C@@H](C)CO)C[C@H]1C,4
C[C@@H]1CN([C@@H](C)CO)C(=O)c2cc(-c3ccc(F)cc3)cnc2O[C@@H]1CN(C)Cc1cncnc1,-4
C[C@@H]1CCCCO[C@H](CN(C)CC2CCCCC2)[C@H](C)CN([C@@H](C)CO)C(=O)c2cc(NS(=O)(=O)c3ccc(Cl)cc3)ccc2O1,-1
C[C@@H]1CN([C@@H](C)CO)C(=O)c2cc(NS(C)(=O)=O)ccc2O[C@H]1CN(C)Cc1ccc(-c2ccccc2)cc1,-1
C[C@H]1CN([C@@H](C)CO)C(=O)Cc2cc(NC(=O)Cc3cn(C)c4ccccc34)ccc2O[C@@H]1CN(C)CC1CCCCC1,-3
O=C(O)c1c(Sc2ccccc2)c2cc(Cl)ccc2n1Cc1ccc(Cl)cc1,0
Cc1noc(C)c1NC(=O)N(C)C[C@@H]1Oc2ccc(NC(=O)Cn3cnnn3)cc2C(=O)N([C@@H](C)CO)C[C@@H]1C,-1
O=C(C[C@H]1C[C@H]2c3cc(NC(=O)Cc4ccncc4)ccc3O[C@H]2[C@H](CO)O1)NCc1ccccn1,-2
C[C@@H]1CN([C@@H](C)CO)C(=O)Cc2cc(NS(=O)(=O)c3cn(C)cn3)ccc2O[C@@H]1CN(C)Cc1ccc(C(=O)O)cc1,2
COc1cccc(-c2cnc3c(c2)C(=O)N([C@@H](C)CO)C[C@@H](C)[C@@H](CN(C)C(C)=O)O3)c1,0
C[C@@H]1CN([C@@H](C)CO)C(=O)c2cc(NC(=O)Nc3cccc4ccccc34)ccc2O[C@@H](C)CCCCO[C@@H]1CN(C)S(=O)(=O)c1ccc(Cl)cc1,-3
N#C/C(=C/c1ccc(O)c(O)c1)C(=O)OCCc1cccs1,-7
C[C@@H]1CN([C@@H](C)CO)C(=O)c2cc(-c3cccc(F)c3)cnc2O[C@H]1CN(C)C(=O)Nc1ccccc1F,-4
CC(C)CNC(=O)[C@@]1(c2ccc([N+](=O)[O-])cc2)CC(=O)N(CC23CC4CC(CC(C4)C2)C3)[C@@H]1c1ccc(CO)cc1,-9
CC(C)NC(=O)Nc1cccc2c1O[C@H](CN(C)C(=O)Nc1ccccc1)[C@@H](C)CN([C@H](C)CO)C2=O,2
O=C(N1CCCCC1)[C@@]1(CCS(=O)(=O)c2ccccc2)N=C(c2ccc(OCCCO)cc2)O[C@H]1c1ccccc1,4
CC(C)NC(=O)Nc1ccc2c(c1)C(=O)N([C@H](C)CO)C[C@@H](C)[C@H](CN(C)Cc1ccc(C(F)(F)F)cc1)O2,-5
C[C@H](CO)N1C[C@H](C)[C@H](CN(C)S(=O)(=O)c2cn(C)cn2)Oc2ccc(NC(=O)CCN3CCOCC3)cc2CC1=O,-3
CCCC#Cc1ccc2c(c1)O[C@H](CN(C)C(=O)NC(C)C)[C@@H](C)CN([C@H](C)CO)S2(=O)=O,-1
COc1ccc(S(=O)(=O)N(C)C[C@@H]2Oc3ccc(NC(=O)Nc4cccc5ccccc45)cc3CC(=O)N([C@H](C)CO)C[C@H]2C)cc1,1
Cc1noc(C)c1NC(=O)Nc1ccc2c(c1)CC(=O)N([C@H](C)CO)C[C@H](C)[C@@H](CN(C)C(=O)NC(C)C)O2,0
C[C@@H]1CN([C@H](C)CO)C(=O)c2cc(C#Cc3cccc(F)c3)cnc2O[C@@H]1CN(C)C(=O)c1ccccc1F,0

# Continued; the last 2 above are carried over.
SMILES,NSD2 inh
Cc1noc(C)c1NC(=O)Nc1ccc2c(c1)CC(=O)N([C@H](C)CO)C[C@H](C)[C@@H](CN(C)C(=O)NC(C)C)O2,0
C[C@@H]1CN([C@H](C)CO)C(=O)c2cc(C#Cc3cccc(F)c3)cnc2O[C@@H]1CN(C)C(=O)c1ccccc1F,0
O=C(C[C@H]1C[C@@H]2c3cc(NC(=O)c4cccnc4)ccc3O[C@@H]2[C@@H](CO)O1)NCCN1CCCCC1,-1
C[C@H]1CN([C@@H](C)CO)C(=O)c2cccc(NS(=O)(=O)c3ccc(F)cc3)c2O[C@H]1CN(C)CC1CCCCC1,3
C[C@@H]1CN([C@H](C)CO)C(=O)c2cc(NS(=O)(=O)c3ccc(F)cc3)ccc2O[C@H]1CN(C)C(=O)Nc1ccc2c(c1)OCO2,6
C[C@H](CO)N1C[C@H](C)[C@H](CN(C)S(=O)(=O)c2cn(C)cn2)Oc2ncc(-c3cccc(F)c3)cc2C1=O,-1
O=C(C[C@H]1C[C@@H]2c3cc(NC(=O)Nc4ccccc4)ccc3O[C@@H]2[C@@H](CO)O1)NCC(F)(F)F,-3
Cc1ccc(S(=O)(=O)N(C)C[C@@H]2Oc3cc(C4=CCCC4)ccc3S(=O)(=O)N([C@H](C)CO)C[C@H]2C)cc1,2
C[C@@H]1CN([C@@H](C)CO)C(=O)c2cccc(NC(=O)CCCCCC(=O)Nc3ccccc3N)c2O[C@H]1CN(C)C(=O)Nc1cccc2ccccc12,-1
COC(=O)CCCCCCC(=O)N/N=C/c1cccnc1,-2
Cc1ccc(S(=O)(=O)Nc2ccc3c(c2)C(=O)N([C@H](C)CO)C[C@@H](C)[C@@H](CN(C)S(=O)(=O)c2cccs2)OCCCC[C@H](C)O3)cc1,-2
C[C@H]1CN([C@@H](C)CO)C(=O)c2cc(NC(=O)Nc3cccc4ccccc34)ccc2O[C@H]1CN(C)Cc1ccc(C(=O)O)cc1,-15
CC(C)CC(=O)c1c(O)cc(O)cc1OC1OC(COC(=O)c2cc(O)c(O)c(O)c2)C(O)C(O)C1O (stereo not drawn),52*
COc1ccc(S(=O)(=O)Nc2ccc3c(c2)C(=O)N([C@@H](C)CO)C[C@H](C)[C@H](CN(C)S(=O)(=O)c2ccc(Cl)cc2)O3)cc1,5
C[C@@H]1CN([C@H](C)CO)C(=O)c2cc(NC(=O)C3CCCCC3)ccc2O[C@H]1CN(C)CC1CCCCC1,0
C[C@@H]1CN([C@@H](C)CO)C(=O)c2cccc(NS(C)(=O)=O)c2O[C@H]1CN(C)CC1CCCCC1,6
COc1ccc(S(=O)(=O)Nc2ccc3c(c2)C(=O)N([C@@H](C)CO)C[C@@H](C)[C@H](CN(C)C(=O)NC2CCCCC2)OCCCC[C@@H](C)O3)cc1,-3
COc1ccc(S(=O)(=O)N(C)C[C@@H]2Oc3ccc(NC(=O)Nc4c(C)noc4C)cc3CC(=O)N([C@H](C)CO)C[C@H]2C)cc1,4
COc1ccc(CSc2ncn[nH]2)cc1[N+](=O)[O-],5
Cc1noc(C)c1NC(=O)Nc1cccc2c1O[C@@H](CN(C)S(=O)(=O)c1cn(C)cn1)[C@@H](C)CN([C@@H](C)CO)C2=O,2
Cc1noc(C)c1NC(=O)Nc1ccc2c(c1)C(=O)N([C@@H](C)CO)C[C@@H](C)[C@@H](CN(C)C(=O)Nc1ccc3c(c1)OCO3)O2,4
C[C@@H]1CN([C@H](C)CO)C(=O)c2cc(NC(=O)Nc3ccccc3)ccc2O[C@H]1CN(C)Cc1ccc(C(=O)O)cc1,5
Cc1noc(C)c1NC(=O)N[C@H]1CC[C@H](CC(=O)N2CCCCC2)O[C@@H]1CO,-13
C[C@H]1CN([C@@H](C)CO)C(=O)c2cccc(NC(=O)C3CCOCC3)c2O[C@@H]1CN(C)Cc1ccccc1,1
Cc1noc(C)c1NC(=O)Nc1ccc2c(c1)CC(=O)N([C@@H](C)CO)C[C@@H](C)[C@H](CN(C)C(=O)Nc1ccccc1)O2,-1
COc1ccc(CN(C)C[C@@H]2Oc3ccc(NC(=O)Cc4cn(C)c5ccccc45)cc3C(=O)N([C@@H](C)CO)C[C@H]2C)cc1,4
C[C@H]1CN([C@@H](C)CO)C(=O)c2cccc(NC(=O)Nc3ccc(C(F)(F)F)cc3)c2O[C@@H]1CN(C)S(C)(=O)=O,-2
C[C@H]1CN([C@@H](C)CO)C(=O)c2cccc(NC(=O)NC3CCCCC3)c2O[C@@H]1CN(C)S(=O)(=O)c1cccs1,-3
CC(C)NC(=O)N(C)C[C@@H]1OCCCC[C@@H](C)Oc2ccc(NC(=O)CCC(F)(F)F)cc2C(=O)N([C@@H](C)CO)C[C@@H]1C,2
C[C@@H]1CN([C@@H](C)CO)C(=O)c2cc(NC(=O)Nc3cccc4ccccc34)ccc2O[C@@H]1CN(C)C(=O)Nc1cccc2ccccc12,0
C[C@@H]1CN([C@H](C)CO)C(=O)c2cccc(NC(=O)c3cnccn3)c2O[C@H]1CN(C)S(=O)(=O)c1cn(C)cn1,-3
C/C=C/c1cnc2c(c1)C(=O)N([C@@H](C)CO)C[C@H](C)[C@H](CN(C)S(=O)(=O)c1ccccc1)O2,-3
C[C@@H]1CN([C@H](C)CO)C(=O)Cc2cc(NS(=O)(=O)c3cccs3)ccc2O[C@H]1CN(C)C(=O)Nc1ccc(F)cc1,5
CC(C)NC(=O)Nc1ccc2c(c1)C(=O)N([C@@H](C)CO)C[C@@H](C)[C@@H](CN(C)C(=O)c1ccncc1)OCCCC[C@@H](C)O2,0
C[C@H]1CN([C@@H](C)CO)C(=O)c2cccc(NC(=O)CCCCCC(=O)Nc3ccccc3N)c2O[C@H]1CN(C)S(=O)(=O)c1cccs1,-1
CNC[C@H]1Oc2c(NS(=O)(=O)c3cccs3)cccc2C(=O)N([C@@H](C)CO)C[C@@H]1C,0
CC(C)CC#Cc1ccc2c(c1)O[C@@H](CN(C)C(=O)c1ccccc1F)[C@@H](C)CN([C@H](C)CO)S2(=O)=O,-8
C[C@@H]1CN([C@@H](C)CO)C(=O)Cc2cc(NS(C)(=O)=O)ccc2O[C@H]1CN(C)CC1CC1,47
COc1ccc(C(O)CNC(=O)/C=C/c2ccccc2)cc1 (stereo not drawn),-6
C[C@H]1CN([C@@H](C)CO)C(=O)Cc2cc(N(C)C)ccc2O[C@@H]1CN(C)C(=O)Nc1ccc(C(F)(F)F)cc1,-2
COc1ccc(CN(C)C[C@H]2Oc3c(NC(=O)CCCCCC(=O)Nc4ccccc4N)cccc3C(=O)N([C@H](C)CO)C[C@@H]2C)cc1,4
C[C@H]1CN([C@@H](C)CO)C(=O)c2cc(NC(=O)Cc3ccccc3)ccc2O[C@H]1CN(C)S(=O)(=O)c1cccs1,-1

# High-throughput results deposited in PubChem BioAssay by Broad Institute.

# Not all compounds are listed; the hit share may differ from the screen's.
